BH1578 lux ind: inducers of Vibrio cholerae quorum light production without autoinducers, primary screen, BH1578 luxS cqsA deficient, single point; AID 588436, 2011; activation, % at 18.7 µM; V. cholerae BH1578 lux reporter, luminescence, 6 h; 0.16% of 350,000 active; in the data active = activation mostly above about 9.7%, no sharp cut-off; also: not every result past the cut was called active; inactives centre near 0; reference of the scale not given here
SARS 3CLpro inh: SARS-CoV 3CLpro protease inhibitors, primary screen, biochemical, quenched FRET | 0.14% of 290,000 active | AID 1706, 2009 | inhibition, % at 6 µM | Replicase polyprotein 1ab (Severe acute respiratory syndrome coronavirus), P0C6X7 | recombinant SARS-CoV 3CLpro, quenched FRET peptide cleavage; in the data active = inhibition above about 12%
Yp Topo-I inh: Yersinia pestis topoisomerase I inhibitors, primary screen, biochemical, cleavage product accumulation, plate reader, single point; Y. pestis Topo-I cleavage product accumulation; activity, % at 10 µM; 0.064% of 360,000 active; in the data active = activity above about 50%, passing the limit was not always enough; also: inactives centre near 2
TcdB GH inh: TcdB glycohydrolase inhibitors, primary screen, biochemical, single point, plate reader | Toxin B (Clostridioides difficile), P18177 | TcdB glycohydrolase enzymatic assay | inhibition, % at 9.99 µM | 0.24% of 350,000 active | AID 652162, 2013; in the data active = inhibition above about 10%
MazF activator: activators of E. coli MazEF toxin-antitoxin RNase, primary screen, biochemical, fluorescence, uHTS; FAM/BHQ RNA-DNA oligo cleavage fluorescence, 5 h; 0.32% of 350,000 active; activation, % at 20 µM; AID 504720, 2011; in the data active = activation above about 50%
Target sequence (P0AE70 whole entry, looked up): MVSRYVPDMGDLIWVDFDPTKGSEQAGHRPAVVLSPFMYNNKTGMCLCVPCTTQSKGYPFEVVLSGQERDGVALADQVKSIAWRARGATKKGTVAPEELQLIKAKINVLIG
PrPC surface inh: inhibitors of human cell surface prion protein PrPC, primary screen, cell-based, TR-FRET; Major prion protein (Homo sapiens), P04156; TR-FRET read-out; inhibition, % at 13.8 µM; 0.43% of 370,000 active; AID 720596, 2013; in the data active = inhibition above about 24%; also: 0% = median of the test wells and 100% = reference compound wells
PriA SSB inh: inhibitors of Klebsiella pneumoniae PriA binding to SSB C-terminal tail, primary screen, biochemical, AlphaScreen; AlphaScreen SSBct-PriA binding, biotinylated peptide; 0.6% of 430,000 active; AID 1272365, 2023; inhibition, % at 33 µM; PriA–SSB C-terminal tail interaction (Klebsiella pneumoniae); in the data active = inhibition mostly above about 37%, no sharp cut-off; inactive = mostly below about 20%;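 also: plate controls were negative control peptide for no effect and reference peptide for full effect; strong numbers were not always called active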
CCHFV vOTU inh: CCHFV vOTU protease inhibitors, primary screen, biochemical, Pep-AMC substrate, fluorescence. inhibition, % at 11.5 µM. 0.55% of 370,000 active. AID 651958, 2012; in the data active = inhibition above about 30%; also: 0% = vehicle wells with enzyme and 100% = no enzyme wells
Rv3671c inh: Rv3671c serine protease inhibitors, primary screen, biochemical, fluorescence polarization, M. tuberculosis H37Rv; P9WHR9; inhibition, % at 5.96 µM; 0.048% of 320,000 active; in the data active = inhibition above about 38%;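 also: extracellular domain of Rv3671c used as enzyme; 0% = enzyme with DMSO and 100% = no enzyme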
Target sequence (P9WHR9 whole entry, looked up, the tested form may be a part): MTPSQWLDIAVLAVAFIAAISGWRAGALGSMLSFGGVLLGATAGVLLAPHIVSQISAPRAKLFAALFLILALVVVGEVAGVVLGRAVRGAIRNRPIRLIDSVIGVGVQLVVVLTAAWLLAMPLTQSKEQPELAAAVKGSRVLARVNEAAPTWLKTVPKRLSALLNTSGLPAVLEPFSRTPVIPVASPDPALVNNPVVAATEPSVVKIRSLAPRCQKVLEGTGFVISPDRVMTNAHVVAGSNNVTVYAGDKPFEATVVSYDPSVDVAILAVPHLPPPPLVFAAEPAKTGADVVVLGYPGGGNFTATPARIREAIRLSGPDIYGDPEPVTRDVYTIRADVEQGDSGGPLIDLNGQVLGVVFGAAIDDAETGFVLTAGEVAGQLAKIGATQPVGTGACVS
DUSP3 inh: VHR1 phosphatase inhibitors, primary screen, biochemical, absorbance, uHTS; Dual specificity protein phosphatase 3 (Homo sapiens), P51452; recombinant VHR phosphatase, pNPP absorbance; inhibition, % at 13.3 µM; 0.52% of 290,000 active; AID 1654, 2009; in the data active = inhibition above about 50%; also: some compounds called inactive have numbers as strong as hits
Target sequence (P51452 whole entry, looked up): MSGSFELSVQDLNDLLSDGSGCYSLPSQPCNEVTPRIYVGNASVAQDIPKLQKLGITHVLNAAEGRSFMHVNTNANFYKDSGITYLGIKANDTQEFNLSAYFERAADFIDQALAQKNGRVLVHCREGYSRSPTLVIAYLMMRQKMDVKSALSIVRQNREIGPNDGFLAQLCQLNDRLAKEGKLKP
* = called active by the depositor; i = inactive; nt = no result given.

canonical_smiles | BH1578 lux ind | SARS 3CLpro inh | Yp Topo-I inh | TcdB GH inh | MazF activator | PrPC surface inh | PriA SSB inh | CCHFV vOTU inh | Rv3671c inh | DUSP3 inh
O=C1[C@H]2[C@@H](c3ccc(Cl)cc3)N3C(=O)N(c4cccc(Cl)c4)C(=O)[C@@]3(Cc3ccc(Cl)cc3)[C@H]2C(=O)N1C1CCCCC1 | 0.0 | nt | -6 | 0.3 | -5 | -4 | -3 | 2 | -8 | nt
COc1ccccc1N(CCC#N)C(=O)CSc1ccc2c(c1)OCCO2 | -0.2 | -4 | 19 | nt | 3 | 4 | -2 | -3 | 4 | 8
O=C(NCC1CCCN1S(=O)(=O)c1cccs1)C(=O)Nc1ccccc1F (configuration not stated) | 0.6 | nt | -3 | 0.0 | 0 | -1 | nt | 25 | nt | nt
O=C(CN1CCN(c2ccccn2)CC1)NC1CCCCC1 | -3.6 | 2 | 4 | nt | 3 | 0 | -5 | 14 | -4 | 6
O=C(Nc1nc(-c2ccc(S(=O)(=O)N3CCCCCC3)cc2)cs1)c1cccs1 | i | 0 | -2 | nt | 5 | 3 | -6 | 0 | 9 | -1
O=C(CSc1ccccc1)N1CCN(C(=O)c2ccco2)CC1 | -0.5 | 4 | -1 | 0.5 | 7 | 1 | 4 | -7 | -4 | 22
O=C(Nn1cnnc1)c1ccc(Cl)c([N+](=O)[O-])c1 | 0.9 | 6 | 4 | 1.4 | 7 | -12 | -16 | -5 | 4 | 12
CCCCOC(=O)CCn1c(=S)oc2ccccc21 | i | -6 | 5 | nt | -4 | -4 | -54 | 0 | 2 | 14
COc1ccc(CN2CCN(C3CCOCC3)CC2CCO)c(C)c1C (configuration not stated) | -0.3 | 4 | 0 | 0.1 | 1 | 3 | -4 | -6 | 8 | 35
CN1CCN(CCCNC(=O)c2ccc(/C=C3\Sc4ccccc4N(Cc4ccc(F)cc4)C3=O)cc2)CC1 | 0.4 | 2 | -2 | 4.7 | -11 | -21 | 18 | -9 | nt | 13
CCOC(=O)C1NC(=O)CC1c1ccccc1 (configuration not stated) | i | -2 | -2 | nt | -13 | 1 | -17 | 7 | 3 | 26
COc1ccc(CC(C)NCCC(c2ccccc2)c2ccccc2)cc1 (configuration not stated) | i | -4 | 14 | 1.7 | 26 | -12 | -1 | 1 | 0 | 8
CCCn1nc(NC(=O)C2CCCO2)c2cc3cccc(C)c3nc21 (configuration not stated) | i | 1 | 11 | 1.9 | -22 | 3 | -11 | -27 | 2 | 19
COc1ccc(N2CC(C(=O)N[C@@H](CC(C)C)C(=O)NC3CCCCC3)CC2=O)cc1 (some centres not stated) | -4.3 | -7 | -11 | 0.1 | 3 | 2 | 0 | 18 | -4 | 56*
O=C(C(Cl)Cl)N1CC2CCC(CC2)C1 | 3.3 | nt | 0 | 1.2 | 2 | 11 | -7 | 7 | nt | nt
CN1CCN(C(=O)/C(=C/c2ccc(F)cc2)NC(=O)c2ccccc2)CC1 | i | 2 | -7 | 1.0 | -4 | -9 | -14 | 8 | 8 | 14
O=C(Nc1ccc(Cl)cc1N1CCOCC1)C1CCCO1 (configuration not stated) | i | 0 | 8 | 0.3 | 2 | -5 | -7 | 4 | -2 | -16
CC(C)c1cc(C(=O)N2CCCC(N3CCN(c4ccc(F)cc4)CC3)C2)no1 (configuration not stated) | i | 1 | 5 | -14 | 7 | 3 | -2 | 0 | -3 | 10
Cc1noc(C)c1COC(=O)C1CC(O)CN1S(=O)(=O)c1ccc(Cl)cc1 (configuration not stated) | 0.7 | -4 | -6 | nt | 1 | 2 | -14 | -7 | 3 | -5
Cc1c(-c2cc(Br)ccc2O)nc2cc3c(cc2c1C)OCO3 | i | 0 | -4 | 2.8 | 13 | -5 | 5 | -7 | -4 | 2
O=C(CC1SC(N2CCCCC2)=NC1=O)Nc1cccc(C(=O)NCc2ccc(F)cc2)c1 (configuration not stated) | i | nt | 29 | -0.4 | 2 | 5 | -17 | -3 | nt | nt
COc1ccc(S(=O)(=O)N2CCC(NC(=O)N3CCOCC3)CC2)cc1 | i | -1 | -1 | 1.0 | 5 | 5 | -15 | -1 | 3 | -6
CCCCC(=O)Nc1ccc2c(c1)nc(CCN1CCN(C)CC1)n2C | -0.4 | 0 | -7 | 2.1 | 4 | 3 | -10 | -9 | 7 | -21
Cc1cc(Cl)ccc1OCC(O)CNCCc1ccc(S(N)(=O)=O)cc1 (configuration not stated) | 1.2 | 6 | -10 | -0.1 | 1 | -13 | 1 | 2 | -3 | 2
O=C(COC(=O)CN1C(=O)C2CCCCC2C1=O)Nc1ccc(S(=O)(=O)N2CCOCC2)cc1 (configuration not stated) | i | -4 | -10 | 0.4 | -3 | -1 | -2 | -10 | 0 | 3
CCOC(=O)c1cccc(NC(=O)CCc2nnc3ccc(N4CCN(C)CC4)nn23)c1 | 0.9 | 0 | -9 | 1.2 | 8 | -1 | -8 | 7 | -3 | 3
Cc1occc1C(=O)NC1CCCCCC1 | i | 3 | -10 | nt | 2 | 3 | -10 | 5 | -6 | 21
CCOc1ccc(C(CC(=O)O)NC(=O)C2c3ccccc3Oc3ccccc32)cc1 (configuration not stated) | i | -4 | -1 | -1.2 | 2 | -4 | 5 | 1 | -2 | 34
CC1Cc2ccccc2N1c1ncnc2c1nnn2Cc1ccccc1 (configuration not stated) | i | 2 | -2 | nt | -1 | -8 | -11 | -7 | 3 | -7
O=C(COc1ccccc1Cl)NCCCN1CCOCC1 | -10 | 1 | 7 | nt | 4 | -3 | -4 | 9 | 4 | 1

Reprinted from above (3 entries):
canonical_smiles | BH1578 lux ind | SARS 3CLpro inh | Yp Topo-I inh | TcdB GH inh | MazF activator | PrPC surface inh | PriA SSB inh | CCHFV vOTU inh | Rv3671c inh | DUSP3 inh
Cc1occc1C(=O)NC1CCCCCC1 | i | 3 | -10 | nt | 2 | 3 | -10 | 5 | -6 | 21
CCOc1ccc(C(CC(=O)O)NC(=O)C2c3ccccc3Oc3ccccc32)cc1 (configuration not stated) | i | -4 | -1 | -1.2 | 2 | -4 | 5 | 1 | -2 | 34
CC1Cc2ccccc2N1c1ncnc2c1nnn2Cc1ccccc1 (configuration not stated) | i | 2 | -2 | nt | -1 | -8 | -11 | -7 | 3 | -7

Further entries.
canonical_smiles | BH1578 lux ind | SARS 3CLpro inh | Yp Topo-I inh | TcdB GH inh | MazF activator | PrPC surface inh | PriA SSB inh | CCHFV vOTU inh | Rv3671c inh | DUSP3 inh
O=C(Nc1cccc(C(=O)O)c1)Nc1ccc2c(c1)OCO2 | -0.2 | 5 | 3 | 0.6 | 5 | 5 | -6 | -4 | 6 | 2
CCC(=O)N1CCC(C)(C(=O)Nc2ccc(OC)c(OC)c2)C1 (configuration not stated) | -0.5 | nt | 3 | -0.1 | nt | -3 | nt | -2 | nt | nt
CC1(C(=O)O)Sc2[nH]c(=O)sc2C2c3ccccc3OC(=O)C21 (configuration not stated) | nt | 3 | -2 | 0.1 | -1 | -3 | 1 | -9 | 4 | 23
CC(=O)Nc1cccc(-c2ccnc3c2CC(C)(C(=O)Nc2ccccc2)O3)c1 (configuration not stated) | i | nt | 5 | 0.6 | nt | 2 | nt | 13 | nt | nt
CC(C)(C)c1ccc(Cc2n[nH]c(=S)[nH]c2=O)cc1 | 8.3 | 5 | 4 | 1.4 | 2 | -4 | -3 | 16 | -15 | nt
N#Cc1ccccc1Cn1cc(C(=O)c2cccs2)c2ccccc21 | nt | -4 | -11 | nt | 3 | -1 | -2 | 25 | -9 | 0
O=C(Nc1nc(COc2ccccc2)cs1)C12CC3CC(CC(C3)C1)C2 | -0.2 | -8 | -8 | nt | 0 | 21 | -13 | 4 | -17 | -14
O=C(O)c1cccc(N2C(=O)/C(=C/c3ccc(SCc4ccc(Cl)cc4)o3)SC2=S)c1 | nt | -1 | -4 | -2.6 | 574* | 1 | -10 | 6 | nt | 22
C=CCn1c(CSc2nnc(-c3ccccc3)n2C)n[nH]c1=S | -0.3 | 3 | 3 | 2.8 | 10 | 6 | -5 | 9 | -7 | 10
COc1ccc(C(=O)NCCOc2cccc(Oc3ccccc3)c2)cc1OC | i | nt | 34 | 1.7 | -6 | 7 | 6 | 6 | -7 | nt
CCn1c(C)[n+](CCCS(=O)(=O)[O-])c2cc(Cl)c(Cl)cc21 | i | 3 | -12 | nt | 2 | 1 | -7 | -11 | 4 | 24
COc1ccccc1C(=O)COC(=O)Cc1ccccc1F | i | nt | -3 | 1.4 | 7 | 6 | -18 | 3 | 3 | nt
CNC1(C)[C@H]2CC[C@H](C2)C1(C)C (some centres not stated) | -3.6 | nt | 0 | 0.6 | 9 | 7 | -4 | -5 | 1 | nt
Cc1cccc(C(=O)OCC(=O)NC(C)CCc2ccccc2)c1O (configuration not stated) | -6.7 | -2 | 21 | 0.8 | 4 | -3 | -7 | -4 | -4 | nt
COC1C(C)=C(C)C(=O)N1Cc1ccc(F)cc1 (configuration not stated) | -0.4 | -3 | 7 | 1.9 | -4 | -1 | -4 | -6 | -9 | 13
COC(=O)COc1ccc(-c2ccccc2)cc1C=O | -0.1 | 7 | 11 | 0.6 | 6 | 8 | -4 | -11 | -6 | 16
COCCNC(=O)C1CCCN(Cc2ccc(C(C)C)cc2)CC1 (configuration not stated) | 0.0 | nt | 4 | -1.0 | nt | -1 | nt | -25 | nt | nt
Cn1c(C(N)=O)cnc1Sc1ncc(C(F)(F)F)cc1Cl | -0.2 | 2 | 0 | nt | 3 | 3 | -2 | -5 | 4 | 12
O=C(c1cccc(S(=O)(=O)N2CCCC2)c1)N1CCOCC1 | -0.3 | nt | 4 | 0.8 | 8 | -7 | -10 | -2 | -6 | nt
Cc1nnc(-c2cnn(-c3ccccc3)c2N)n1Cc1ccccc1 | i | 1 | 10 | nt | -2 | 1 | 5 | 9 | -3 | 25
CC(C)C[C@@H](CO)N1CCN(C)CCC1=O | 0.6 | -6 | -8 | -1.1 | 4 | 10 | -7 | 20 | 2 | 24
Cc1cccc(N2C(=O)NC(=O)/C(=C\c3cnn(-c4ccccc4)c3)C2=O)c1 | 0.6 | 5 | -15 | nt | 3 | 0 | 5 | 2 | 0 | 26
Cc1ccc(S(=O)(=O)Nc2cccc(C(=O)NCc3cccnc3)c2)cc1F | -0.6 | nt | -3 | 1.6 | 7 | 8 | 4 | 21 | -13 | nt
O=C(c1cccs1)N1CCc2c([nH]c3ccccc23)C1c1ccc(Cl)cc1 (configuration not stated) | -0.3 | 1 | -1 | nt | 2 | 15 | 20 | 20 | -4 | 13
O=C(c1ccncc1)c1ccc(NC(=O)c2cccs2)cc1 | -0.4 | -1 | 7 | -1.7 | 1 | 12 | 1 | -7 | -1 | -1
CCN(CC)C(=O)[C@H]1C[C@H](CC(=O)NCc2ccc(OC)c(OC)c2)C(=O)N2CCc3c([nH]c4ccc(Cl)cc34)[C@]12C | 6.0 | nt | 19 | 0.9 | 12 | 7 | 12 | 8 | nt | nt
COc1ccc(-n2nc(C(=O)NCC(=O)NCc3ccco3)c3ccccc3c2=O)cc1 | -0.7 | 2 | 6 | nt | 3 | -13 | 1 | -6 | -1 | 15
COCC(=O)Nc1cc(Cl)c(OC)cc1OC | -0.4 | -2 | 9 | 0.3 | -2 | 1 | 0 | -1 | 7 | -4
CCOC(=O)c1c(N)sc(C(N)=O)c1C | -1.6 | -3 | -1 | nt | 1 | 15 | -5 | -4 | -6 | -3

An excerpt (hit frequency here may not be typical).
